ATXN2 expr inh: ATXN2 expression inhibition. 0.72% of 360,000 active. Potency, µM (highest dose often 57 µM), for the others: at the top dose activity change, negative = inhibition, usual class: inhibitors. HEK-293 ATXN2-luciferase reporter, luminescence, 24 h; further: potency means the concentration at half of the fitted maximal effect; on the % scale 0 is the no-effect control and ±100 the full control effect; nearly all actives have a fitted effect of over 55% in size
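qHTS (up to 57 uM final) was run with 24 h compound exposure of reporter cells at 37 °C. Each well was multiplexed: SteadyGlo luminescence measured ATXN2-luciferase expression after a fluorogenic Gly-Phe-AFC viability readout (25 uM final).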
SW480 rereplic: inducers of DNA re-replication in SW480 colon cancer cells | 1.8% of 340,000 active | Potency, µM (top dose mostly 46.1 µM), for inactives: at the top dose re-replication activation, usual class: activators | SW480 DNA re-replication, Hoechst DNA content imaging, 48 h; further: potency means the concentration at half of the fitted maximal effect; % of control where 0% means no effect; nearly all actives have a fitted effect of over 55% in size
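Hoechst fluorescence of nuclei (405 nm excitation, 500-530 nm emission) measured by plate-scanning imager after 48 hr compound exposure at 37 C; re-replication scored as increased number of nuclei with elevated intensity.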
IL-1B inflam inh: inflammasome signaling inhibition, IL-1 beta readout. AID 743279. THP-1 LPS/ATP IL-1B secretion, AlphaLISA, 16 h; hits give low values. activity change, % at 57.5 µM. 4.7% of 360,000 active; in the data active means activity change below about -50%; inconclusive means mostly about -30% to -49%; further: on the % scale 0 is the no-effect control and ±100 the full control effect
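Secreted IL-1B measured by AlphaLISA bead assay after 16 h compound exposure of THP-1 cells; compounds (final up to 57.5 uM) added 1 h before LPS (250 ng/mL) and ATP (1.25 mM) stimulation; lower signal means less secretion.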
HT1080NT lethal: kills 2HG-producing HT-1080-NT fibrosarcoma cells; HT-1080-NT fibrosarcoma viability, CellTiter-Glo ATP luminescence, 48 h; Potency, µM (series often up to 46.1 µM), inactives show at the top dose activity, negative = less viability, actives largely listed as cytotoxic; 1.6% of 360,000 active;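 further: NT is the 2HG producing partner of a matched IDH1 knockdown line; potency means the concentration at half of the fitted maximal effect; 0% = DMSO-treated cells and -100% = media-only wells without cells; nearly all actives have a fitted effect of over 55% in size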
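HT-1080-NT fibrosarcoma cells (2HG-overproducing), 750 cells/well in RPMI with 5% FBS, dosed after 2 h and incubated 48 h at 37C. CellTiter-Glo luminescence normalized to DMSO and no-cell wells; concentration-response curves fitted and classed.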
HepG2 viability: HepG2 cytotoxicity, counter-screen for TGF-b inhibitors. HepG2 CAGA-GFP viability, ATP luminescence, 18 h. Potency, µM (series often up to 46.1 µM), inactives show top-dose activity change, negative = cytotoxicity, hits mostly cytotoxic. 0.76% of 410,000 active; further: potency means the concentration at half of the fitted maximal effect; some results filed as inactive show a strong effect at the top dose
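HepG2 CAGA-GFP cells (1000/well, DMEM with 1% FBS) received compound, then TGF-beta at 500 pg/mL final, and were incubated 18 hours at 37 degrees C. Viability was read by CellTiter-Glo luminescence. Media-only wells were set as complete cell-killing and DMSO as no toxicity.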
S2 tox: cell viability loss in ATXN counter-screen; 0.49% of 400,000 active; S2 cells (HEK-293 line with an ATXN2-luciferase reporter) viability, CellTiter-Fluor protease fluorescence, 24 h; Potency, µM (top dose mostly 56.7 µM), most hits filed as cytotoxic; further: potency means the concentration at half of the fitted maximal effect; nearly all actives have a fitted effect of over 40% in size
HT1080 IDH1KD tx: HT-1080 IDH1 knockdown cell toxicity (counter line); HT-1080 IDH1 knockdown viability, ATP luminescence, 48 h; Potency, µM (top dose mostly 46.1 µM), for the others: top-dose activity, negative = toxicity, actives largely listed as cytotoxic; 2% of 360,000 active;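 further: potency means the concentration at half of the fitted maximal effect; 0% = DMSO wells and -100% = cell-free medium wells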
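Cytotoxicity counter-line: IDH1KD HT-1080, 48 h, CellTiter-Glo. Curves classed by r2, magnitude and activity.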
MCF10A rerep: inducers of DNA re-replication in MCF 10A breast cells; MCF 10A DNA re-replication, Hoechst nuclear intensity, 48 h; Potency, µM (highest dose often 46.1 µM), for inactives: at the highest dose activity, positive = re-replication, hits mostly activators; 2.9% of 350,000 active; further: potency means the concentration at half of the fitted maximal effect; % of control where 0% means no effect; nearly all actives have a fitted effect of over 50% in size
KB-3-1 tox: KB-3-1 parental cell cytotoxicity | KB-3-1 viability, CellTiter-Glo ATP luminescence, 72 h | Potency, µM (titrated, usually from 46.1 µM), for the others: top-dose activity change, negative = cytotoxic, usual class: cytotoxic | 1.4% of 400,000 active; further: potency means the concentration at half of the fitted maximal effect; on the % scale 0 is the no-effect control and ±100 the full control effect; nearly all actives have a fitted effect of over 60% in size
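Luminescent ATP read-out (CellTiter-Glo) measures survival of drug-naive KB-3-1 cells after 72 h compound exposure at 37 °C. Titration series was screened from lowest to highest concentration, with DMSO vehicle plates as background controls.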
An asterisk follows results filed as active; i = inactive; u = inconclusive; x = no result given; [ ] = dose if it differs, or a comment. Unless noted, the call rests on the fitted dose curve; in most records, active means well fitted curve in the direction sought with a large enough effect; inconclusive means small, poorly fitted or top-dose-only effect, or another doubt; inactive means no such curve, though single readings can be large; an effect the other way counts as inactive or inconclusive.

SMILES	ATXN2 expr inh	SW480 rereplic	IL-1B inflam inh	HT1080NT lethal	HepG2 viability	S2 tox	HT1080 IDH1KD tx	MCF10A rerep	KB-3-1 tox
COC(=O)c1cn(-c2ccc(F)cc2)c(=O)c2ccccc12	-20%	-4%	29	-4%	-2%	i	-14%	23%	9%
Cc1ccccc1OCC(=O)OCC(=O)c1ccc(OCc2ccccc2)cc1	x	8%	0	2%	14%	i	8%	-1%	4%
CC(C)c1nc(C#N)c(NN)o1	x	-16%	44	8%	-21%	i	-5%	-7%	10%
COCOc1ccc(C=O)cc1OCOC	9%	1%	11	4%	11%	i	2%	-10%	0%
CCc1ccc(NC(=O)Cn2c(=O)n(CCC(=O)N3CCc4ccccc4C3)c(=O)c3ccccc32)cc1	2%	x	x	x	-28%	i	x	x	3%
Cc1ccc(NC(=O)Nc2ncccc2C)cc1	52%[activator]	2%	18	-10%	-20%	i	-4%	1%	-2%
C=CCN(CC=C)CCOc1ccc(OC(C)C)cc1	21%	0%	15	3%	6%	i	13%	3%	13%
CCc1ccc2[nH]c(=O)c(CN(Cc3ccc4c(c3)OCO4)C(=O)c3ccco3)cc2c1	-12%	5%	-22	-6%	-10%	u	-6%	u	-1%
COc1cccc(OC)c1C(=O)Nc1nc(-c2ccccc2)cs1	-2%	14%	-4	14%	-2%	i	5%	-15%	-12%
Cc1ccc(-c2[nH]nc3c2C(c2ccsc2)C(C#N)=C(N)O3)cc1 (configuration not stated)	-8%	0%	-29	-15%	-21%	i	-5%	1%	-3%
CCOc1ccc(NS(=O)(=O)c2ccc(C)c(C(=O)NCCCn3ccnc3)c2)cc1	-9%	3%	14	-13%	0%	i	-3%	u	-4%
COc1cccc(-c2nc(CS(=O)(=O)CC(=O)NCc3ccc4c(c3)OCO4)c(C)o2)c1	-17%	26%	-16	-22%	-17%	i	-18%	3%	-5%
CCOc1ccccc1-c1nnc(SCC(=O)NC2CC3CCC2C3)n1CC (configuration not stated)	-5%	3%	18	-13%	1%	i	-17%	7%	-2%
COC(=O)/C(C#N)=C/c1occc1C	0%	-3%	8	12%	7%	i	-1%	13%	-1%
Cc1cccc(NS(=O)(=O)c2cc3c4c(c2)CCC(=O)N4CCC3)c1	-5%	1%	4	-13%	-20%	i	-3%	5%	-10%
O=C(CSC1=Nc2ccccc2C2CC=NN12)NCc1ccco1 (configuration not stated)	-12%	u	24	u	1%	i	7.3µM*	21µM*	u
Cn1c(=O)c2cc(NC(=S)NC3CCCCC3)ccc2n1Cc1cccc(C(F)(F)F)c1	-18%	x	-27	-17%	-27%	u	-15%	x	0%
COC(=O)/C=C1\OCc2cc(C)ccc21	x	x	1	u	x	x	14%	x	4%
Cc1ccc(S(=O)(=O)Nc2ccc(O)c3ncccc23)cc1	-29%	19%	167	u	-56%	u	13µM*	-13%	0%
NC(=O)c1cccc2cc3ccccc3cc12	-15%	5%	-6	7%	7%	x	2%	-4%	10%
Cc1nn(C)c(C)c1Sc1ccc(Br)cc1	-23%	-3%	11	-9%	-42%	i	-9%	9%	-17%
NC1=NC2(CCCC2)n2c(nc3ccccc32)N1	1%	-6%	18	6%	2%	i	13%	1%	17%
S=c1[nH]nc(-c2ccco2)n1/N=C/C=C/c1ccco1	6%	-4%	3	10%	9%	i	3%	8%	14%
CC(=O)c1c(C)[nH]c(C(=O)OCC(=O)N2CC(=O)Nc3ccccc32)c1C	-2%	-1%	47	-1%	-3%	i	5%	14%	-1%
O=C(/C=C/c1ccccc1[N+](=O)[O-])NCCCn1ccnc1	-25%[11.3 µM]	3%	3	8%	20%	u	2%	-4%	-10%
O=C(Nc1ccc2c(c1)OCO2)c1noc2c1CCCC2	-18%	-3%	-15	-4%	-14%	i	-18%	-2%	-3%
CC(C)Oc1ccc(C(=O)N2CCC(c3nc4ccccc4s3)CC2)cc1	-25%	x	x	x	-30%	u	x	x	-6%
Cc1ccc(NC(=O)CNC(=O)c2ccc3c(c2)OCO3)nc1	-3%	-2%	17	30%	-2%	i	-1%	-2%	9%
O=C1OCCN1C(=O)[C@H]1[C@H](c2ccc(F)cc2)C(c2ccccc2)=NN1c1ccc(Br)cc1	0%	9.2µM*	-16	-5%	-33%	u	-16%	u	0%
Cc1cccc(OCCSc2nnc(-c3ccoc3C)n2C)c1	-16%	-4%	-1	6%	2%	i	13%	12%	5%
Cc1cc(NC(=O)CSCC(=O)N2CCN(c3cccc(C(F)(F)F)c3)CC2)no1	0%	-3%	15	-14%	-19%	i	-13%	0%	2%
Cc1cccc(C)c1NC(=O)C1CC(=O)N(C(C)C)C1 (configuration not stated)	3%	0%	13	21%	-5%	i	2%	-1%	10%
Cc1cccc(OCc2nnc(SCC(=O)NCCc3ccccc3)o2)c1	4%	-3%	13	1%	0%	i	2%	-9%	7%
C=CCn1c(SCc2ccccc2Cl)nnc1-c1sc2nc(C)cc(C)c2c1N	x	18µM*	-12	u	14%	i	12%	10µM*	1%
CCOc1ccc(NC(=O)Cn2c(=O)n(CCCC(=O)NC3CCN(Cc4ccccc4)CC3)c(=O)c3ccccc32)cc1	0%	-1%	11	1%	-5%	i	-3%	-3%	u
CC(C)N(C(=O)CSc1nc2ccccc2n1Cc1ccc(F)cc1)C(C)C	-23%	4%	-62*	-26%	-36%	i	u	22%	u
CC1CCN(C(=O)CSc2nnc(Cc3cccn3C)n2CCc2ccccc2)CC1	0%	1%	u	1%	-24%	u	0%	0%	0%
c1ccc(C[C@H]2CNCCN2CCC23CC4CC(CC(C4)C2)C3)cc1	u	u	-75*	-18%	-96%	32µM*	-15%	22%	-26%
c1ccc(-c2nnc(OCC3CCCO3)c3ccccc23)cc1 (configuration not stated)	-11%[11.3 µM]	3%	-1	13%	3%	i	3%	-1%	0%
O=C(Nc1ccc(S(=O)(=O)Nc2ccccc2)cc1)N1CCCC1	-5%	x	x	x	3%	i	x	x	0%

Looked up by compound from the entries so far:
SMILES	ATXN2 expr inh	SW480 rereplic	IL-1B inflam inh	HT1080NT lethal	HepG2 viability	S2 tox	HT1080 IDH1KD tx	MCF10A rerep	KB-3-1 tox
Cc1ccc(NC(=O)CNC(=O)c2ccc3c(c2)OCO3)nc1	-3%	-2%	17	30%	-2%	i	-1%	-2%	9%
S=c1[nH]nc(-c2ccco2)n1/N=C/C=C/c1ccco1	6%	-4%	3	10%	9%	i	3%	8%	14%
CC(=O)c1c(C)[nH]c(C(=O)OCC(=O)N2CC(=O)Nc3ccccc32)c1C	-2%	-1%	47	-1%	-3%	i	5%	14%	-1%

Continued:
SMILES	ATXN2 expr inh	SW480 rereplic	IL-1B inflam inh	HT1080NT lethal	HepG2 viability	S2 tox	HT1080 IDH1KD tx	MCF10A rerep	KB-3-1 tox
COc1cccc(NCCC(=O)c2cccc([N+](=O)[O-])c2)c1	29%	2%	9	0%	10%	i	-5%	u	-7%
OCCCCCCNc1ccc(CCO)cc1	16%	x	17	19%	6%	i	19%	x	0%
CC(=O)Nc1ccc2c(COC(=O)[C@H](C)N3C(=O)C4CCCCC4C3=O)cc(=O)oc2c1 (some centres not stated)	2%	-2%	21	0%	-26%	i	-7%	-20%	u
COc1cc(OC)cc(C2=Cc3ccccc3C(CC(=O)c3ccco3)N2c2ccc(-c3cncnc3)cc2)c1 (configuration not stated)	11%	x	-7	-23%	x	i	-2%	x	0%
C=CCNc1sc(C(=O)C(C)(C)C)c(N)c1C#N	-3%	-2%	-9	-3%	-13%	i	-1%	12%	6%
Cc1ccc(C2CC(c3ccccc3Cl)n3nc(N)nc3N2)cc1 (configuration not stated)	0%	0%	u	7%	4%	u	2%	0%	11%
Cc1ccc(C(=O)NNS(=O)(=O)c2ccc(F)cc2)cc1	15%	-2%	-2	20%	-12%	i	13%	16%	-1%
CCOc1ccc(S(=O)(=O)Nc2ccc3c(c2)CCCN3S(=O)(=O)c2ccc(C)cc2)cc1	-28%	x	x	x	6%	u	x	x	-11%
Cc1ccc(OCc2nnc(SCC(=O)NCc3ccco3)n2C)cc1	-10%	-3%	0	0%	-14%	i	-2%	-2%	2%
CCOc1cc(/C=C/c2ccc3cccc([N+](=O)[O-])c3n2)ccc1OCC(=O)N(C)C	u	u	0	5%	-30%	u	-15%	28%	u
CN(C)S(=O)(=O)c1ccc(NC(=O)CN2CCCc3ccccc32)cc1	-33%	-1%	11	-16%	-26%	i	-15%	-11%	-2%
COc1cc(C(=O)N/N=C/c2sc(N3CCOCC3)nc2-c2ccccc2)cc(OC)c1OC	4%	-3%	-6	-23%	1%	x	-5%	15%	5%
CC(=O)c1c(C)[nH]c(C(=O)COC(=O)CCNS(=O)(=O)c2ccc(C)c(C)c2)c1C	0%	6%	1	-1%	-5%	i	-3%	26%	0%
CC(=NCC1CCCO1)C1=C(O)CC(C)(C)CC1=O (configuration not stated)	2%	-6%	5	7%	0%	i	-2%	-4%	0%
COC(=O)C1CCCN1C(=O)COc1ccc(Br)cc1Cl (configuration not stated)	-6%	-12%	0	0%	-21%	i	-7%	u	-4%
O=C(c1cccc(F)c1)N1CCCN(C(=O)c2cccc(F)c2)CC1	11%	0%	-5	14%	0%	i	9%	-6%	6%
CCN(CC)C(=O)C(C)OC(=O)c1ccc(O)cc1 (configuration not stated)	-4%	-2%	-3	17%	-7%	i	5%	22%	5%
CCCCCc1cc(=O)oc2c(C(CCN3CCCC(C)C3)c3ccc(OC)cc3)c(OC)cc(OC)c12 (configuration not stated)	u	u	-54*	-11%	11µM*	x	-13%	-6%	u
O=C(NNC(=O)c1cc2cc3ccccc3nc2s1)c1cccc(Cl)c1	-8%	u	-13	-20%	7%	i	-20%	u	-2%

SW480 rereplic, what is marked active above.
compound | SW480 rereplic | IL-1B inflam inh
O=C1OCCN1C(=O)[C@H]1[C@H](c2ccc(F)cc2)C(c2ccccc2)=NN1c1ccc(Br)cc1 | 9.2µM* | -16
C=CCn1c(SCc2ccccc2Cl)nnc1-c1sc2nc(C)cc(C)c2c1N | 18µM* | -12

High-throughput results from PubChem.
